High-throughput results deposited in PubChem by several laboratories.
Plk1 PBD FP = Plk1 polo box domain binding inhibitors, primary screen, biochemical, fluorescence polarization; Serine/threonine-protein kinase PLK1 (Homo sapiens), P53350; Plk1 PBD phosphopeptide binding; inhibition, %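 (tested at about 20 µM)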; hit rate 0.13% among 97,000; in the data active = inhibition above about 34%, passing the limit was not always enough
VCAM1 TNFa inh = inhibitors of TNFa-induced VCAM1 expression, primary screen, imaging, HUVEC, TNFa stimulus, immunofluorescence; HUVEC TNFa-induced VCAM-1 immunofluorescence, high-content imaging; inhibition, % at 2 µM; hit rate 0.48% among 95,000; AID 802, 2007;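 active = inhibition above the batch mean plus 3 SD, with images confirmed as a hit by eye, cut at about 37% in these data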;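 note: 0% = TNF-stimulated DMSO wells and 100% = unstimulated control wells; not every result past the cut was called active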
DAT uptake mod = changed hDAT dopamine uptake under cocaine IC80, either direction, primary screen, cocaine antagonist project, cell-based, LLC-PK1 hDAT, [14C]-dopamine uptake, MLSMR; AID 449768, 2010; B-score at 10 µM; LLC-PK1 hDAT cells, [14C]-dopamine uptake with cocaine IC80; actives deviate in either direction; hit rate 1.3% among 110,000; Sodium-dependent dopamine transporter (Homo sapiens), Q01959;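 active = Z score or B-score, a plate-position-corrected score, falls beyond the plate's 99.7% confidence bounds, in either direction; inactive = both scores lie inside the 99.7% bounds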;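 note: scored against the spread of the other compound wells on the same plate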
PLK1 inh = human PLK1 kinase inhibitors, primary screen, biochemical, TR-FRET; Serine/threonine-protein kinase PLK1 (Homo sapiens), P53350; recombinant PLK1 kinase, TR-FRET peptide phosphorylation; inhibition, % at 10 µM; hit rate 0.53% among 97,000; AID 619, 2007;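 active = inhibition of 50% or more in the single-concentration screen; inactive = inhibition below 50%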;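 note: 0% = DMSO max control and 100% = H-89 dihydrochloride min control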
E coli WT exp = growth inhibitors of wild-type E. coli, primary screen, strain BW25113, expanded library, OD600; OD600 absorbance; hit rate 0.15% among 98,000; growth inhibition, % at 100 µM;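 active = growth inhibition above about 50% at one test dose, limit read from the data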;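 note: growth measured after 20 h incubation at 37 °C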
IL1B cytotox = cytotoxicity in IL-1B stimulated HUVEC, primary screen, cytotoxicity control for IL-1B NFkB translocation project, imaging, Hoechst nuclear count, IL-1B stimulus | HUVEC cell count loss | cell count reduction, % at 2 µM | hit rate 0.41% among 94,000 | AID 845, 2007;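 active = cell count reduction more than 3 SD above the screen-wide mean, cut at about 70% in these data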;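 note: normalized per plate to untreated control cells as the no-loss baseline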
TNFa cytotox = cytotoxicity in TNFa-stimulated HUVEC, primary screen, cytotoxicity control for VCAM1 expression modulator project, imaging, Hoechst nuclei count | hit rate 0.17% among 93,000 | cell count reduction, % at 2 µM | HUVEC TNFalpha-stimulated, Hoechst cell count;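 active = cell count reduction exceeding the screen mean by over 5 SD, scaled to untreated wells per plate, cut at about 78% in these data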;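 note: cells counted after 24 h of TNF alpha exposure following the 1 h pretreatment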
F-actin modifier = modifiers of F-actin cytoskeleton organization, primary screen, imaging, HUVEC, phalloidin staining, high-content imaging; inhibition, % at 2 µM; HUVEC TNFa F-actin phalloidin imaging; AID 836, 2007; hit rate 0.18% among 91,000;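 active = inhibition above the batch mean plus 3 SD and confirmed as a hit by visual image inspection, cut at about 30% in these data, passing the limit was not always enough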; note: strong numbers were not always called active
sEH inh = soluble epoxide hydrolase inhibitors, primary screen, biochemical, human sEH; Bifunctional epoxide hydrolase 2 (Homo sapiens), P34913; recombinant human sEH enzymatic activity assay; inhibition, % at 2 µM; hit rate 0.34% among 91,000; in the data active = inhibition above about 80%; note: values of inactives mirror those of a sister screen read the other way; many of its hits are not listed in these tables
Target sequence (P34913 whole entry, looked up): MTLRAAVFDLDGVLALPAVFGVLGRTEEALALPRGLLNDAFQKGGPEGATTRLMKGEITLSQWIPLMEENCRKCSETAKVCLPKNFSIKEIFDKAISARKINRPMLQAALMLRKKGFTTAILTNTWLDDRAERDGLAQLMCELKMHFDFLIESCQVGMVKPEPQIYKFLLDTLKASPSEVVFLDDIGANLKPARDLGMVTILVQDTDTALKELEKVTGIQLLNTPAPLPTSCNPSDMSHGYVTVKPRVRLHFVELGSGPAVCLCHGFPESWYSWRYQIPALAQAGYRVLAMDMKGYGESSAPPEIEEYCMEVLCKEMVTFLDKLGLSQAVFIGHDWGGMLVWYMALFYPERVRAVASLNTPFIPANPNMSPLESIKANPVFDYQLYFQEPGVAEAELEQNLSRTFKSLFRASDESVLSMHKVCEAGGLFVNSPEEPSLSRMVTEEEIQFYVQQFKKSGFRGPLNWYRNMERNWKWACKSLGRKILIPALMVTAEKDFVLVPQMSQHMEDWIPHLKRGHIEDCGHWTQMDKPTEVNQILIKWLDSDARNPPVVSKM
The depositor's hits bear a star; x = no result given.

SMILES	Plk1 PBD FP	VCAM1 TNFa inh	DAT uptake mod	PLK1 inh	E coli WT exp	IL1B cytotox	TNFa cytotox	F-actin modifier	sEH inh
O=C(CSCc1cccc(Cl)c1)N/N=C/c1ccc(OCC(=O)N2CCCCC2)cc1	8	-5	1.5	-8	-12	-12	-12	6	42
COc1cc(C(=O)N2CCN(C(=O)Cc3ccccc3)CC2)cc(OC)c1OC	-6	-5	0.14	-21	-3	12	-23	-13	-2
Nc1nc(CN2CCN(c3ccccn3)CC2)nc(Nc2ccc(F)cc2)n1	-1	2	0.14	-6	11	-174	-3	-33	-2
CC1CCCN(CC(O)COCC2COc3ccccc3O2)C1 (stereo unspecified)	-12	9	0.29	-6	-7	-17	-25	2	11
CCOc1cc(CNCCSc2nnnn2C)cc(Br)c1OCc1ccccc1	-7	15	1	-11	2	0	-6	-8	-8
COC(=O)C1(C(F)(F)F)N=C2Sc3ccccc3N2C(N2CCOCC2)=N1 (stereo unspecified)	15	6	-0.0038	0	0	-27	-10	5	-2
CCC1c2ccc(C)n2CCN1C(=O)Nc1ccccc1OC (stereo unspecified)	0	23	-0.64	-20	x	2	42	-27	3
CCOC(=O)CNC(=O)c1ccccc1Br	6	7	-0.89	-3	7	8	-16	6	1
O=C(N/C=C/c1ccc(Cl)cc1)NCc1ccc(Cl)cc1	2	-13	-0.38	-2	16	6	-20	-1	33
Cc1ccc(C(=O)N/N=C/c2ccc(S(=O)(=O)O)o2)c(Cl)c1	-4	15	0.62	-8	0	4	6	-37	-5
COC(=O)/C=c1/s/c(=C(\C#N)C(=O)NCc2ccco2)n(-c2ccccc2)c1=O	-5	13	-1.1	-8	-9	2	-23	-1	7
COc1cc2c(cc1OC)C(c1ccc(-c3ccc(Cl)cc3Cl)o1)=NCC2	0	14	x	-4	-25	9	-9	12	14
C=CCN1C(=O)S/C(=C/c2ccsc2)C1=O	-1	7	-0.019	-14	x	-61	-8	-17	-3
COc1ccc2[nH]cc(CCN=C3SCC(=O)N3C)c2c1	-7	15	0.014	-9	-2	11	-23	6	6
Cc1nc2cc(-c3cccc(F)c3)nn2c(N2CCN(C(=O)c3ccco3)CC2)c1C	-2	2	x	-7	-6	2	-8	3	-3
Cc1ccc2cc(COC(=O)c3ccco3)c(=O)[nH]c2c1	-17	12	-1.1	-10	1	-5	-16	11	-1
COc1ccc(CCn2c(-n3nc(C)cc3C)nc3c2c(=O)[nH]c(=O)n3C)cc1	-5	-8	-1.3	-2	x	-42	-16	-16	-8
Cc1noc(C)c1S(=O)(=O)N1CCCC(C(=O)NCc2ccccn2)C1 (stereo unspecified)	-5	-9	-0.32	6	4	7	-6	35	-8
COc1ccc(OC)c(Nc2nc(-c3sc(NC(=O)c4ccccc4)nc3C)cs2)c1	-7	-1	1.3	-3	0	-14	-20	1	16
CCOC(=O)c1ccc(N2CSC3=C(C#N)C(c4cccs4)CC(=O)N3C2)cc1 (stereo unspecified)	-15	3	0.14	0	3	-2	-21	10	-20
O=C(N/N=C/c1ccccc1)c1sccc1OCc1ccc(F)cc1	-2	2	1.3	-4	2	7	4	11	0
O=C(Nc1ccc(-c2nc3cc(NC(=O)c4cccs4)ccc3o2)cc1)c1cccs1	25	-4	-1	-7	-5	-5	-14	18	14
Cc1nnc(SCC(=O)Nc2ccc(S(=O)(=O)N3CCCCC3)cc2)s1	-4	5	0.13	-8	4	-15	0	-10	23
O=C(CSc1nnc(CNC(=O)c2cccs2)o1)NC1CCCCC1	10	1	0.93	3	11	-14	-14	11	15
O=C(COC(=O)c1cnccn1)c1ccccc1	16	17	-0.76	-1	4	0	-27	6	3
Carrying on:
SMILES	Plk1 PBD FP	VCAM1 TNFa inh	DAT uptake mod	PLK1 inh	E coli WT exp	IL1B cytotox	TNFa cytotox	F-actin modifier	sEH inh
Cc1ccc(-c2cnn(-c3cccc(C(F)(F)F)c3)c2N)cc1	-20	3	-1.2	-12	-1	-42	-16	12	8
Cc1ccc2c(c1)N(CCC(=O)NCC1CCCO1)C(=O)CO2 (stereo unspecified)	-6	16	0.32	-8	-3	2	-29	-22	6
COC(=O)c1cc(S(=O)(=O)N2CCOCC2)c(Cl)cc1N1CCOCC1	-19	-8	-0.67	-27	-12	-51	-29	9	5
COc1ccc(C(=O)NCC(=O)OCC(=O)Nc2cc(OC)ccc2OC)cc1	-16	-32	0.081	-6	-2	-8	-33	19	2
COc1ccccc1N1CCN(Cc2ccc(OC)c3ccccc23)CC1	-16	6	-0.031	-9	7	6	-19	4	-10
Cc1nc(CS(=O)(=O)c2ccccc2)cc(Sc2ccc(Cl)cc2Cl)n1	-17	-4	-0.61	-3	-17	-25	3	4	-6
Cc1cccc(C(=O)O/N=C(\N)Cc2ccc([N+](=O)[O-])cc2)c1	-19	-2	0.21	-7	15	5	-19	16	7
Cc1ccc(C)n1-c1nccc(-c2cccs2)n1	3	-15	x	-3	5	-49	27	5	-6
CSc1nc2ccccc2cc1/C=C(\C#N)c1cccc(C)c1	-16	2	-0.39	-6	-17	-21	-12	-16	-3
CCOC(=O)C1(C)NC(c2ccc(OC)c(OC)c2)C2C(=O)N(CC)C(=O)C21 (stereo unspecified)	-35	3	-0.18	3	3	19	-3	21	6
Cc1cccc(C(=O)Nc2ccc(CC(=O)O)cc2)c1	0	18	-0.11	-10	-16	-22	-1	-1	5
CCN(CC)CCn1c(NCc2ccc(OC)cc2)nc2ccccc21	-20	-5	0.0032	1	0	-20	10	-22	6
O=C(CSCc1ccc(F)cc1)Nc1nc2c(s1)CCCC2	19	2	-0.32	-4	-4	x	-8	-8	22
CCn1nnc(-c2ccccc2NC(=O)c2ccc(-n3cnnn3)cc2)n1	11	-8	-0.56	-4	-5	10	-35	15	1
CCCOc1ccc(-c2nc(=S)[nH][nH]2)cc1	9	-9	0.23	4	3	5	-22	11	2
COc1ccc(NCC(=O)Nc2ccc(Cl)cc2C)c(OC)c1	22	34	-0.51	-9	7	11	16	-21	7
CCOc1ccc(NC(=O)NCCN2C(C)CCCC2C)cc1 (stereo unspecified)	18	20	-0.35	-4	1	-12	-8	-10	-2
Cc1ccc(OCC(=O)N2CCC(N3CCCCCC3)CC2)cc1	10	8	0.99	-1	3	x	-12	11	x
Cc1ccccc1OCC(O)Cn1c(NCc2ccco2)nc2c1c(=O)[nH]c(=O)n2C (stereo unspecified)	6	11	1.5	1	4	-75	-42	26	3
COc1ccccc1OC(=O)C1CC(=O)N(c2ccc(Cl)cc2)C1 (stereo unspecified)	-3	13	0.21	-12	6	-101	-17	15	-22
CCOc1ccccc1N(CC(=O)Nc1ccc(S(=O)(=O)N2CCOCC2)cc1)S(=O)(=O)c1ccccc1	9	12	-0.61	-12	-20	-2	12	-14	1
CCOc1ccccc1NC(=O)CSCC(=O)Nc1ccccc1	-21	0	0.44	-7	4	-6	-15	6	-1
CCOC(=O)C(C)On1c(-c2ccc(Cl)cc2)nc2ccc([N+](=O)[O-])cc21 (stereo unspecified)	8	-2	0.29	-10	-11	-2	-7	9	15
C=CCSc1nnc2c(n1)OC=Nc1ccc(Br)cc1-2	4	-19	0.88	-9	-10	-17	-15	11	13
CC1(C)Cc2c(sc(NC(=O)c3ccco3)c2C#N)CO1	-10	-2	0.23	-3	4	-4	6	-19	2

Profiles, quoted from the list. Values in the order: Plk1 PBD FP, VCAM1 TNFa inh, DAT uptake mod, PLK1 inh, E coli WT exp, IL1B cytotox, TNFa cytotox, F-actin modifier, sEH inh
CCCOc1ccc(-c2nc(=S)[nH][nH]2)cc1 in the list: 9, -9, 0.23, 4, 3, 5, -22, 11, 2
CC1(C)Cc2c(sc(NC(=O)c3ccco3)c2C#N)CO1 in the list: -10, -2, 0.23, -3, 4, -4, 6, -19, 2

The results go on.
SMILES	Plk1 PBD FP	VCAM1 TNFa inh	DAT uptake mod	PLK1 inh	E coli WT exp	IL1B cytotox	TNFa cytotox	F-actin modifier	sEH inh
CC(C)CCOC(=O)C1C2C=CC3(CN(Cc4cccs4)C(=O)C13)O2 (stereo unspecified)	19	6	-0.064	-21	0	16	-15	-2	-7
Cc1ccc(NC(=O)c2ccc(CSc3nnc(C)s3)cc2)cc1	-9	23	1.3	-12	-3	-6	-10	15	6
CC(=O)C1=C(C)Nc2ncnn2C1c1ccccc1Cl (stereo unspecified)	8	-13	-0.81	32	3	-2	1	-1	-15
CCCOC(=O)c1ccc(OCC(O)CN2CCN(C(=O)c3ccccc3)CC2)cc1 (stereo unspecified)	-11	0	-0.21	-8	0	9	-4	7	-3
COc1ccc2[nH]c(=O)c(CN(C(=O)c3cccnc3)c3ccccc3OC)cc2c1	19	8	-0.45	-7	-7	-7	-45	43	3
CCOc1ccc(Nc2nc3ccccc3n3nnnc23)cc1	-22	-9	-0.52	-6	-1	5	-10	-6	14
COCCN(C(=O)C(C)C)c1nnc(-c2cccc(C)c2)s1	-5	1	2	-13	-2	19	-22	16	16
CCOc1ccc(OC(=O)c2cccnc2)cc1	-3	-8	0.61	-5	2	1	-8	-28	-12
CN1CCc2c(c3c(n2C)CCN(C)C3c2ccc(F)cc2)C1c1ccc(F)cc1 (stereo unspecified)	-21	7	x	-13	9	-16	-24	4	1
O=C(CN1C(=O)COc2ccccc21)N1CCc2ccccc2C1	9	8	-0.019	-11	x	4	6	-8	4
CC(=O)Nc1ccc(NC(=O)CSc2ccc(C)cc2)cc1	-7	2	-0.62	-3	5	0	-9	0	-12
O=C(Oc1ccccc1N1C(=O)C2CCCCC2C1=O)c1ccccc1 (stereo unspecified)	-7	3	x	-9	6	-84	-15	10	-17
CCOC(=O)c1ccc(N2C(=O)c3n[nH]c(C)c3C2c2ccccc2)cc1 (stereo unspecified)	-25	-1	-0.52	1	7	-4	-1	30	8
CCCNC(=O)c1ccccc1NC(=O)c1ccccc1N(C)S(C)(=O)=O	20	-7	0.36	-6	x	-27	-48	11	0
COc1ccc(N2CCN(CC(=O)Nc3cc4c(cc3C(C)=O)OCO4)CC2)cc1	15	2	x	-6	x	-59	-28	11	6
Cc1cc(C)c2c(-n3cccc3)nn(C)c2n1	-21	8	-0.23	-5	5	21	22	10	6
c1ccc(-c2nnc(SCc3nc4ccccc4[nH]3)n2Cc2ccco2)cc1	8	-4	2.5	-16	10	-37	-1	-12	12
O=C1C(=O)N(CCCN2CCOCC2)C(c2cccs2)/C1=C(/O)c1ccc2c(c1)OCO2 (stereo unspecified)	4	-29	-0.00051	-6	-1	-28	-35	8	-4
COc1ccc(-c2nnc(SCC(=O)N3CCOCC3)o2)cc1	5	11	-1.1	-16	2	-14	-8	5	-4
COCC(=O)N(Cc1cc2cc(OC)ccc2[nH]c1=O)c1ccccc1OC	31	7	0.0016	-13	0	-20	-8	-32	x
COc1ccc(NC2=NC(=S)N(c3ccc(C)cc3)C23CCCCC3)cc1	-25	8	-0.82	-11	-6	-35	-5	21	-1
Cc1cc(C(F)(F)F)n2ncc(-c3ccccc3)c2n1	-11	19	-1.2	-9	0	-8	-5	-21	-6
COC(=O)c1sccc1NC(=S)N1CCCCC1	1	-10	-0.75	14	0	-12	-12	x	8

Compounds shown so far containing a nitro group on carbon, in the order listed:
SMILES	Plk1 PBD FP	VCAM1 TNFa inh	DAT uptake mod	PLK1 inh	E coli WT exp	IL1B cytotox	TNFa cytotox	F-actin modifier	sEH inh
Cc1cccc(C(=O)O/N=C(\N)Cc2ccc([N+](=O)[O-])cc2)c1	-19	-2	0.21	-7	15	5	-19	16	7
CCOC(=O)C(C)On1c(-c2ccc(Cl)cc2)nc2ccc([N+](=O)[O-])cc21 (stereo unspecified)	8	-2	0.29	-10	-11	-2	-7	9	15
